INS-1E rescue = preserves ATP levels in cytokine-treated INS-1E cells; protection from cytokine-induced ATP loss, % at 10 µM; 20,000 compounds, 0.1% hits; INS-1E cytokine-induced death, ATP luminescence, 48 h; normalised: neutral wells 0, positive control 100;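 active = mean replicate protection from cytokine-induced ATP loss at least 50% and at least 75% of replicates each reaching 50%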
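Material: INS-1E rat cells; Quantity: 8000 cells/well; Buffer or medium: phenol-red-free RPMI with 5% fetal bovine serum; Probe or stimulus: cytokine cocktail of IFN-γ, TNF-α and IL-1β; Compound dosing: single test concentration per compound, delivered by pin transfer; Incubation: 48 h co-treatment, 10 min post-lysis read; Signal: CellTiter-Glo luminescence.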
T cruzi HTS = blocks T. cruzi growth inside host cells. intracellular Trypanosoma cruzi in host cells, plate reader. activity score (inhibition), % at 5.01 µM. 22,000 compounds, 4.9% hits. AID 651903; in the data active = activity score above about 55%;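 note: parasites and compound incubated about four days before reading; 0% = median of neutral control wells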
An asterisk follows results filed as active; nt = not tested or not shown.

no.	SMILES	INS-1E rescue	T cruzi HTS
1	Cc1noc(C)c1NC(=O)N(C)C[C@H]1Oc2c(NS(=O)(=O)c3cccs3)cccc2C(=O)N([C@@H](C)CO)C[C@@H]1C	4	-9
2	C[C@H](CO)N1C[C@H](C)[C@@H](CN(C)C(=O)Nc2ccccc2)Oc2c(NC(=O)Nc3ccc(F)cc3)cccc2C1=O	-3	-3
3	C[C@@H]1CN([C@H](C)CO)C(=O)Cc2cc(NC(=O)Cc3cn(C)c4ccccc34)ccc2O[C@H]1CN(C)C	7	-24
4	C[C@@H]1CN([C@@H](C)CO)C(=O)c2cccc(NC(=O)C3CC3)c2O[C@H]1CN(C)Cc1ccc(Oc2ccccc2)cc1	-68	63*
5	C[C@H](CO)N1C[C@H](C)[C@@H](CN(C)C(=O)Nc2ccc(C(F)(F)F)cc2)Oc2ccc(NC(=O)c3ccncc3)cc2C1=O	nt	-1
6	C[C@@H]1CCCCO[C@@H](CN(C)C(=O)c2ccccc2)[C@@H](C)CN([C@H](C)CO)C(=O)c2cc(NC(=O)C3CCCCC3)ccc2O1	0	2
7	COc1ccc(S(=O)(=O)Nc2ccc3c(c2)C(=O)N([C@H](C)CO)C[C@@H](C)[C@H](CN(C)Cc2ccc(C(=O)O)cc2)O3)cc1	nt	0
8	C[C@@H]1CN([C@H](C)CO)C(=O)CCCn2cc(nn2)CO[C@H]1CN(C)Cc1cccnc1	nt	-8
9	C[C@H](CO)N1C[C@H](C)[C@H](CN(C)S(=O)(=O)c2cccc(F)c2)OCc2cn(nn2)CCCC1=O	nt	-13
10	C[C@@H]1CN([C@H](C)CO)C(=O)Cc2cc(NC(=O)CCCCCC(=O)Nc3ccccc3N)ccc2O[C@@H]1CN(C)C(=O)Nc1ccc(C(F)(F)F)cc1	-3	-25
11	COc1ccc(S(=O)(=O)Nc2cccc3c2O[C@@H](CN(C)Cc2ccncc2)[C@H](C)CN([C@@H](C)CO)C3=O)cc1	-1	31
12	Cc1ccc(S(=O)(=O)Nc2ccc3c(c2)C(=O)N([C@@H](C)CO)C[C@@H](C)[C@H](CN(C)S(=O)(=O)c2ccccc2)O3)cc1	-3	2
13	COc1ccc(S(=O)(=O)Nc2ccc3c(c2)CC(=O)N([C@H](C)CO)C[C@H](C)[C@H](CN(C)C(=O)Nc2ccc4c(c2)OCO4)O3)cc1	5	5
14	C[C@H]1CN([C@@H](C)CO)C(=O)c2cccc(NS(=O)(=O)c3ccc(F)cc3)c2O[C@@H]1CN(C)S(=O)(=O)c1cccs1	3	9
15	C[C@H]1CN([C@@H](C)CO)C(=O)c2cc(NC(=O)Cc3cn(C)c4ccccc34)ccc2O[C@@H]1CN(C)C(=O)Nc1ccc(C(F)(F)F)cc1	-12	23
16	C[C@@H]1CN([C@H](C)CO)C(=O)c2cccc(NC(=O)Nc3ccccc3)c2O[C@@H]1CN(C)C(=O)NC1CCCCC1	6	11
17	COc1ccc(NC(=O)Nc2cccc3c2O[C@@H](CN(C)S(=O)(=O)c2cccs2)[C@H](C)CN([C@H](C)CO)C3=O)cc1	4	21
18	C[C@H](CO)N1C[C@H](C)[C@@H](CN(C)C(=O)Nc2ccc3c(c2)OCO3)Oc2ccc(NC(=O)Cn3cnnn3)cc2C1=O	6	-12
19	CC(C)NC(=O)Nc1ccc2c(c1)CC(=O)N([C@H](C)CO)C[C@@H](C)[C@@H](CN(C)S(=O)(=O)c1ccc(Cl)cc1)O2	7	0
20	C[C@H]1CN([C@@H](C)CO)C(=O)c2cccc(NS(=O)(=O)c3ccc(Cl)cc3)c2O[C@@H]1CN(C)Cc1ccc(C(=O)Nc2ccccc2N)cc1	1	34
21	C[C@@H]1CN([C@H](C)CO)C(=O)Cc2cc(NS(=O)(=O)c3ccc(F)cc3)ccc2O[C@@H]1CN(C)CC1CCCCC1	-9	-4
22	COc1ccccc1CN(C)C[C@H]1OCc2cnnn2CCCC(=O)N([C@H](C)CO)C[C@H]1C	nt	-12
23	C[C@@H]1CN([C@H](C)CO)C(=O)CCCn2nncc2CO[C@@H]1CN(C)C(=O)Nc1ccccc1C(F)(F)F	5	-11
24	C[C@H]1CN([C@@H](C)CO)C(=O)Cc2cc(NS(=O)(=O)c3ccc(Cl)cc3)ccc2O[C@H]1CN(C)CC1CC1	9	nt
25	Cc1noc(C)c1S(=O)(=O)Nc1ccc2c(c1)C(=O)N([C@H](C)CO)C[C@H](C)[C@H](CN(C)C(=O)Nc1ccccc1)O2	-6	19

Pulled by compound from above, two records:
no.	SMILES	INS-1E rescue	T cruzi HTS
21	C[C@@H]1CN([C@H](C)CO)C(=O)Cc2cc(NS(=O)(=O)c3ccc(F)cc3)ccc2O[C@@H]1CN(C)CC1CCCCC1	-9	-4
2	C[C@H](CO)N1C[C@H](C)[C@@H](CN(C)C(=O)Nc2ccccc2)Oc2c(NC(=O)Nc3ccc(F)cc3)cccc2C1=O	-3	-3

Continued.
no.	SMILES	INS-1E rescue	T cruzi HTS
26	C[C@H]1CN([C@@H](C)CO)C(=O)Cc2cc(NC(=O)CCN3CCOCC3)ccc2O[C@H]1CN(C)C(=O)Nc1cccc2ccccc12	-17	-8
27	C[C@@H]1CN([C@H](C)CO)C(=O)c2cc(NC(=O)Nc3ccccc3)ccc2O[C@@H]1CN(C)Cc1ccncc1	2	10
28	C[C@@H]1CCCCO[C@H](CN(C)C(=O)Nc2ccc(C(F)(F)F)cc2)[C@@H](C)CN([C@H](C)CO)C(=O)c2cc(NC(=O)Nc3ccc4c(c3)OCO4)ccc2O1	-22	59*
29	C[C@H]1CN([C@@H](C)CO)C(=O)c2cccc(NS(=O)(=O)c3ccc(Cl)cc3)c2O[C@H]1CN(C)C	3	-22
30	COc1ccc(S(=O)(=O)Nc2cccc3c2O[C@@H](CN(C)C)[C@@H](C)CN([C@H](C)CO)C3=O)cc1	3	-7
31	C[C@H](CO)N1C[C@H](C)[C@H](CN(C)Cc2ccc(-c3ccccc3)cc2)Oc2ccc(NC(=O)CCC(F)(F)F)cc2CC1=O	-14	51
32	C[C@@H]1CN([C@H](C)CO)C(=O)CCCn2cc(nn2)CO[C@@H]1CN(C)C(=O)NC1CCCC1	5	-12
33	C[C@H]1CN([C@@H](C)CO)C(=O)c2cc(NS(=O)(=O)c3cn(C)cn3)ccc2O[C@@H]1CN(C)CC1CCCCC1	-6	-3
34	CNC[C@H]1Oc2ccc(NC(=O)Cn3cnnn3)cc2CC(=O)N([C@@H](C)CO)C[C@@H]1C	4	-20
35	O=C(O)CCCCCCC(=O)N=NC=C1C=CN(O)C=C1	0	-3
36	CNC[C@H]1Oc2c(NC(=O)Nc3ccc(C(F)(F)F)cc3)cccc2C(=O)N([C@@H](C)CO)C[C@@H]1C	-2	-4
37	C[C@H](CO)N1C[C@H](C)[C@@H](CN(C)C(=O)Nc2ccc(C(F)(F)F)cc2)Oc2c(NC(=O)Nc3ccc(C(F)(F)F)cc3)cccc2C1=O	-73	78*
38	CNC[C@H]1Oc2c(NS(=O)(=O)c3c(C)noc3C)cccc2C(=O)N([C@@H](C)CO)C[C@H]1C	17	-27
39	CNC[C@H]1Oc2ccc(NC(=O)Nc3ccc(F)cc3)cc2C(=O)N([C@@H](C)CO)C[C@@H]1C	10	12
40	Cc1ccc(S(=O)(=O)Nc2ccc3c(c2)C(=O)N([C@@H](C)CO)C[C@H](C)[C@H](CN(C)Cc2ccc(C(=O)Nc4ccccc4N)cc2)O3)cc1	30	42
41	C[C@H]1CN([C@@H](C)CO)C(=O)c2cccc(NC(=O)NC3CCCCC3)c2O[C@H]1CN(C)C(=O)Nc1ccc2c(c1)OCO2	1	9
42	C[C@@H]1CCCCO[C@@H](CN(C)CC2CCCCC2)[C@@H](C)CN([C@H](C)CO)C(=O)c2cc(NC(=O)NC3CCCCC3)ccc2O1	-37	10
43	C[C@@H]1CN([C@H](C)CO)C(=O)Cc2cc(NC(=O)Cn3cnnn3)ccc2O[C@@H]1CN(C)Cc1ccc(C(=O)Nc2ccccc2N)cc1	-15	37
44	C[C@@H]1CN([C@H](C)CO)C(=O)CCCn2cc(nn2)CO[C@H]1CN(C)Cc1cccc(C(F)(F)F)c1	nt	-20
45	COc1ccc(CN(C)C[C@@H]2Oc3ccc(NS(=O)(=O)c4ccc(C)cc4)cc3CC(=O)N([C@@H](C)CO)C[C@@H]2C)cc1	-1	46
46	C[C@H](CO)N1C[C@H](C)[C@@H](CN(C)Cc2ccncc2)Oc2c(NS(=O)(=O)c3ccc(F)cc3)cccc2C1=O	9	-7
47	COc1ccc(S(=O)(=O)Nc2cccc3c2O[C@H](CN(C)Cc2ccc(C(=O)O)cc2)[C@H](C)CN([C@@H](C)CO)C3=O)cc1	12	-4
48	CNC[C@H]1Oc2ccc(NS(=O)(=O)c3ccccc3)cc2C(=O)N([C@@H](C)CO)C[C@@H]1C	6	-1
49	COc1ccc(NC(=O)Nc2ccc3c(c2)C(=O)N([C@H](C)CO)C[C@H](C)[C@H](CN(C)C(=O)Nc2ccc(C(F)(F)F)cc2)OCCCC[C@@H](C)O3)cc1	2	55
50	C[C@H]1CN([C@@H](C)CO)C(=O)Cc2cc(NC(=O)Cc3ccccc3)ccc2O[C@H]1CN(C)S(=O)(=O)c1cccs1	7	-3

Continued, starting with the last 2 of the part before.
no.	SMILES	INS-1E rescue	T cruzi HTS
49	COc1ccc(NC(=O)Nc2ccc3c(c2)C(=O)N([C@H](C)CO)C[C@H](C)[C@H](CN(C)C(=O)Nc2ccc(C(F)(F)F)cc2)OCCCC[C@@H](C)O3)cc1	2	55
50	C[C@H]1CN([C@@H](C)CO)C(=O)Cc2cc(NC(=O)Cc3ccccc3)ccc2O[C@H]1CN(C)S(=O)(=O)c1cccs1	7	-3
51	C[C@@H]1CN([C@@H](C)CO)C(=O)Cc2cc(NS(=O)(=O)c3ccc(F)cc3)ccc2O[C@@H]1CN(C)C(=O)Nc1ccc(C(F)(F)F)cc1	-2	1
52	C[C@H]1CN([C@@H](C)CO)C(=O)c2cc(NC(=O)Nc3ccc(F)cc3)ccc2O[C@H]1CN(C)Cc1ccncc1	-12	13
53	C[C@@H]1CN([C@H](C)CO)C(=O)c2cc(NC(=O)NC3CCCCC3)ccc2O[C@H]1CN(C)Cc1ccc2c(c1)OCO2	-3	-31
54	COc1ccc(CN(C)C[C@@H]2Oc3c(NS(=O)(=O)c4ccccc4)cccc3C(=O)N([C@@H](C)CO)C[C@H]2C)cc1	0	-13
55	C[C@H](CO)N1C[C@H](C)[C@@H](CN(C)S(=O)(=O)c2cn(C)cn2)Oc2c(NS(=O)(=O)c3cn(C)cn3)cccc2C1=O	11	-18
56	COc1ccc(Br)cc1/C=N/NC(=O)c1ccc(C(=O)NO)cc1	16	-3
57	C[C@@H]1CN([C@H](C)CO)C(=O)Cc2cc(NC(=O)Nc3cccc4ccccc34)ccc2O[C@@H]1CN(C)Cc1ccncc1	0	53
58	C[C@H](CO)N1C[C@H](C)[C@@H](CN(C)C(=O)Nc2ccc(F)cc2)Oc2c(NS(=O)(=O)c3cn(C)cn3)cccc2C1=O	-3	-23
59	C[C@@H]1CN([C@H](C)CO)C(=O)CCCn2nncc2CO[C@H]1CN(C)Cc1ccccc1C(=O)O	nt	-4
60	C[C@@H]1CCCCO[C@@H](CN(C)Cc2ccc(C(=O)O)cc2)[C@@H](C)CN([C@H](C)CO)C(=O)c2cc(NC(=O)c3ccncc3)ccc2O1	6	-17
61	Cc1noc(C)c1NC(=O)N(C)C[C@@H]1Oc2ccc(NC(=O)c3ccncc3)cc2CC(=O)N([C@H](C)CO)C[C@H]1C	11	-8
62	C[C@@H]1CN([C@H](C)CO)C(=O)c2cc(NS(=O)(=O)c3ccc(F)cc3)ccc2O[C@H]1CN(C)Cc1ccc(C(F)(F)F)cc1	nt	-2
63	Cc1ccc(S(=O)(=O)N(C)C[C@H]2Oc3ccc(NC(=O)NC4CCCCC4)cc3C(=O)N([C@H](C)CO)C[C@@H]2C)cc1	-1	-2
64	C[C@@H]1CN([C@H](C)CO)C(=O)Cc2cc(NC(=O)Cc3cn(C)c4ccccc34)ccc2O[C@@H]1CN(C)Cc1ccc(Oc2ccccc2)cc1	-55	65*
65	C[C@@H]1CN([C@H](C)CO)C(=O)CCCn2nncc2CO[C@H]1CN(C)C(=O)Nc1ccc(F)cc1	nt	0
66	COc1ccc(S(=O)(=O)Nc2ccc3c(c2)CC(=O)N([C@@H](C)CO)C[C@@H](C)[C@@H](CN(C)C(=O)Nc2ccc4c(c2)OCO4)O3)cc1	5	-27
67	C[C@@H]1CN([C@@H](C)CO)C(=O)CCCn2nncc2CO[C@@H]1CN(C)C	nt	-11
68	CNC[C@@H]1Oc2ccc(NC(=O)CCC(F)(F)F)cc2C(=O)N([C@H](C)CO)C[C@@H]1C	nt	-1
69	Cc1ccc(S(=O)(=O)N(C)C[C@H]2Oc3ccc(NC(=O)Cc4cn(C)c5ccccc45)cc3C(=O)N([C@@H](C)CO)C[C@@H]2C)cc1	-6	6

Some of these compounds in order of length of the SMILES, falling.
no.	SMILES	INS-1E rescue	T cruzi HTS
66	COc1ccc(S(=O)(=O)Nc2ccc3c(c2)CC(=O)N([C@@H](C)CO)C[C@@H](C)[C@@H](CN(C)C(=O)Nc2ccc4c(c2)OCO4)O3)cc1	5	-27
60	C[C@@H]1CCCCO[C@@H](CN(C)Cc2ccc(C(=O)O)cc2)[C@@H](C)CN([C@H](C)CO)C(=O)c2cc(NC(=O)c3ccncc3)ccc2O1	6	-17
67	C[C@@H]1CN([C@@H](C)CO)C(=O)CCCn2nncc2CO[C@@H]1CN(C)C	nt	-11

Compound activity: PubChem, Broad Institute

This is a subset; the hit share may differ from the screen's.
